Source: PubChem (several laboratories)
OPRM1-OPRD1 ag: agonists of human mu-delta opioid receptor heterodimerization. 340,000 compounds, 0.3% hits. AID 504326. activation, % at 9.3 µM. P35372+P41143. cells, OPRM1-OPRD1 heterodimerization, luminescence; in the data active = activation above about 18%;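 note: 0% = vehicle-treated cells and 100% = reference agonist; values of inactives mirror those of a sister screen read the other way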
E coli growth: reduces bacterial viability in AddAB counter-screen; inhibition, % at 11.9 µM; E. coli V3065 growth, OD600 absorbance, 18 h; 330,000 compounds, 0.27% hits; AID 449728;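 active = inhibition above the campaign's mean inhibition across all tested compounds plus 3 SD, cut at about 9.9% in these data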;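 note: uninfected addAB+ strain grown without phage in ampicillin broth; 0% = DMSO wells and 100% = ciprofloxacin 0.95 µg/ml wells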
MOR-DOR inv ag: inverse agonist of human OPRM1-OPRD1 heterodimerization; cell-based MOR-DOR heterodimer luminescence, inverse agonism; inhibition, % at 9.3 µM; 340,000 compounds, 0.21% hits; AID 504357; in the data active = inhibition above about 22%, passing the limit was not always enough;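 note: 0% = cells with DMSO and 100% = wells without cells with DMSO; values of inactives mirror those of a sister screen read the other way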
Tat transport: E. coli Tat transport inhibition; E. coli MC4100 TorA-mCherry Tat export, fluorescence; inhibition, % at 10 µM; 340,000 compounds, 0.036% hits; AID 488895;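 active = mean replicate inhibition at least 50% and at least half of replicates individually reaching 50%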;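 note: exported cargo escapes ClpAP degradation while cytoplasmic cargo is degraded and loses fluorescence; 0% = median of neutral control wells and 100% = median of NaSCN control wells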
AddAB inh: less growth of phage-infected E. coli with AddAB. E. coli expressing H. pylori AddAB, absorbance growth. inhibition, % at 11.9 µM. 330,000 compounds, 0.29% hits. AID 435030; in the data active = inhibition above about 12%;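 note: 0% = vehicle wells of infected cells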
phage Ecoli inh: E. coli growth loss with phage present. 360,000 compounds, 0.26% hits. inhibition, % at 11.9 µM. growth absorbance. AID 651602; in the data active = inhibition above about 11%
PKA-R2B activ: PKA-R2B complex activation; P22694+P31323; PKA-R2B holoenzyme dissociation, Cy5-IP20 fluorescence polarization; R2B truncated from residue 108, S112A mutant; 0% DMSO only, 100% 113 µM cGMP; activation, % at 11.4 µM; 340,000 compounds, 0.079% hits;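 active = activation above a cutoff set at the mean over all compounds plus 3 SD, cut at about 18% in these data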;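 note: higher means more holoenzyme dissociation and a rise in polarization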
Target sequence (P31323 whole entry, looked up, other chains not shown, the tested form may be a part): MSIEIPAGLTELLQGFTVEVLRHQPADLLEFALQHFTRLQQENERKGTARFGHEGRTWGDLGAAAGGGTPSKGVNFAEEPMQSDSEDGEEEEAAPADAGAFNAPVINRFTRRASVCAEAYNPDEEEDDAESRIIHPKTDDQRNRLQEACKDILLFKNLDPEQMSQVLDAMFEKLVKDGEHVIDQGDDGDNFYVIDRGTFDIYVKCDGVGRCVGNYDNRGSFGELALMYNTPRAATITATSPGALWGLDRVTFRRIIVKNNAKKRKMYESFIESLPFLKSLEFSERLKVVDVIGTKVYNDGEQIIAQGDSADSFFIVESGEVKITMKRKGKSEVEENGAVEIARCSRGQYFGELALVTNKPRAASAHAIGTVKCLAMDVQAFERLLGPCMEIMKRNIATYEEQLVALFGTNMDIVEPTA
PfHsp90 set2: reduces growth (ATP signal) of yeast expressing P. falciparum Hsp90; AID 504621; S. cerevisiae expressing PfHsp90, BacTiter-Glo ATP, 48 h; yeast lacking PDR1 and PDR3 efflux regulators; 310,000 compounds, 0.32% hits; inhibition, % at 9.4 µM;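 active = every replicate shows inhibition above about 80%, whatever the replicate mean, limit read from the data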;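 note: 0% = DMSO neutral controls and 100% = 20 µM radicicol positive controls; yeast relying on Plasmodium falciparum Hsp90 in place of its own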
HTR5A inv ctr: inverse agonist of human HTR5A in OPRM1-OPRD1 counter-screen; HTR5A cell line, luminescence, inverse agonism; inhibition, % at 9.3 µM; P47898; 340,000 compounds, 0.083% hits; in the data active = inhibition mostly above about 23%, no sharp cut-off; inactive = mostly below about 18%;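 note: 0% = cells with DMSO and 100% = no-cell wells with DMSO; some compounds called inactive have numbers as strong as hits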
Target sequence (P47898 whole entry, looked up): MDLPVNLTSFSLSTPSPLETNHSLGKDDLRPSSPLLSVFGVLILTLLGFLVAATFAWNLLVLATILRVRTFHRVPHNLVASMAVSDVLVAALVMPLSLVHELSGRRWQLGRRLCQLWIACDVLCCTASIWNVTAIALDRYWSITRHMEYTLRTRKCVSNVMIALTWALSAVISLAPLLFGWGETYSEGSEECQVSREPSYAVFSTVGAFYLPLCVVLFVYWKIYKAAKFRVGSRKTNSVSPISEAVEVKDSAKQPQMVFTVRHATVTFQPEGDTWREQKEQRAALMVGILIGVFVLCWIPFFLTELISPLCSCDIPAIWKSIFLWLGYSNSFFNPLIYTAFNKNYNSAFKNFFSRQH
SUMO Mot1 rescue: blocks SUMOylation pathway, rescuing yeast Mot1-301 growth. 320,000 compounds, 1% hits. growth rescue, % at 18.8 µM. AID 2716. S. cerevisiae Mot1-301 growth rescue, ATP luminescence, 38.5C; percent above DMSO median, 100 means doubled;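 active = every valid replicate shows activation above 250% relative to neutral control wells; inactive = the rest, any valid replicate at or below 250%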;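 note: OY570 slx delta 5 strain wells were the positive control but not used for scaling; some compounds called inactive have numbers as strong as hits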
PKA-R1A activ: activators of PKA-R1A complex; PKA-R1A dissociation, Cy5-IP20 fluorescence polarization; scaled: DMSO 0%, 113 µM cGMP 100%; activation, % at 11.4 µM; 340,000 compounds, 0.083% hits; AID 504707;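 active = percent activation above the mean of all tested compounds plus 3 SD, cut at about 19% in these data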;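 note: higher means more PKAc released from R1A so a rise in polarization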
* marks the source's active call; other numbers are inactive results; . = not tested or not shown. Not a hit list; any-hit rate near 2.2%.

#	SMILES	OPRM1-OPRD1 ag	E coli growth	MOR-DOR inv ag	Tat transport	AddAB inh	phage Ecoli inh	PKA-R2B activ	PfHsp90 set2	HTR5A inv ctr	SUMO Mot1 rescue	PKA-R1A activ
1	CCC(=O)NC(=S)Nc1ccc(NC(=O)c2ccc(Br)o2)cc1	-0.7	1.5	5	-4	0.1	2.5	2	.	5	-8	0
2	CCOC(=O)c1nc(C)sc1-c1ccnn1S(=O)(=O)c1ccccc1C(F)(F)F	.	1.1	.	4	2.9	-2.4	.	-56	.	-3	.
3	NNc1ccc(Cc2ccc(Cl)cc2Cl)nn1	-1.7	-0.8	8	-4	2.1	4.9	-10	-8	21	2	0
4	C#Cc1ccc([C@H]2C=C(C(=O)NCc3ccccc3)O[C@@H](OCC)[C@@H]2CCCO)cc1	1.5	-2.6	-8	2	-0.3	1.4	1	16	-1	3	-6
5	COc1ccc(OCCCc2c(C)n[nH]c2C)cc1	-1.7	-0.1	10	0	0.5	-0.4	-6	26	-31	.	1
6	N#Cc1c(Nc2ccccc2)c(/C=N/N=C/c2ccccc2)c[nH]c1=O	0.3	2.1	-2	-6	1.8	5.0	-6	0	-20	18	0
7	COc1ccc(S(=O)(=O)N2CCCC2C(=O)Nn2cnnc2)cc1 (centres undefined)	-0.3	-1.9	2	0	-1.5	0.5	-9	.	4	-6	-2
8	N=c1sccn1CC(=O)Nc1cc(S(=O)(=O)N2CCCCC2)ccc1Cl	-1.2	-2.5	6	-1	-1.0	1.4	5	-10	-11	22	-17
9	COc1ccc(/C(O)=C2/C(=O)C(=O)N(CCN(C)C)C2c2ccccc2)cc1Cl (centres undefined)	0.3	-0.6	-2	-7	1.6	1.4	4	0	6	.	-3
10	CNC(=O)c1ccc(S(=O)(=O)c2ccc(Cl)cc2)c(NC(C)=O)c1	-3.6	0.5	16	-11	-0.2	-1.1	3	1	8	3	1
11	Cc1ccc(NC2CCCN(C(=O)CCc3ccncc3)C2)cc1C (centres undefined)	0.1	.	0	-4	.	2.8	0	19	-49	12	-2
12	CC(=O)c1ccc(NC(=O)CC(C)S(=O)(=O)c2ccc3c(c2)CCN3C(C)=O)cc1 (centres undefined)	-2.8	2.3	14	2	0.4	0.8	-8	21	8	-7	-6
13	O=C(c1ccccc1)c1ccc2c(c1)OCCOCCOCCOCCO2	-1.3	-2.3	6	0	4.0	1.9	-6	-8	-24	-3	11
14	Cc1ccc(S(=O)(=O)Nc2cc(C)on2)cc1	-2.3	-1.1	14	-1	2.4	1.4	13	8	14	-5	1
15	Cc1ccc2oc(=O)n(CCOc3ccccc3Cl)c2c1	8.1	1.1	-48	16	0.8	1.7	-6	-6	-14	-5	3
16	COc1ccc([N+](=O)[O-])cc1NC(=O)C(C)Sc1ccccc1 (centres undefined)	0.0	0.8	0	-12	1.8	3.6	0	9	-9	-9	1
17	O=C(NC1CCCC1)C(c1ccc(O)cc1)N(CC1CCCO1)C(=O)C1COc2ccccc2O1 (centres undefined)	-1.6	-0.7	9	2	1.8	0.3	-8	-2	-9	301	5
18	COc1ccc(C=O)c2[nH]c3c(Cl)ncnc3c12	-3.3	.	15	-1	.	-0.4	0	-11	-4	.	-8
19	CCC(=O)N(CC)c1nc(-c2ccc(OC)cc2)cs1	2.8	-2.1	-14	3	3.0	0.9	-5	-16	10	461	-1
20	CS(=O)(=O)N1CCN(c2ccc([N+](=O)[O-])c(N3CCOCC3)c2)CC1	-3.5	0.1	17	3	3.6	1.9	-4	-3	12	.	-11

#	SMILES	OPRM1-OPRD1 ag	E coli growth	MOR-DOR inv ag	Tat transport	AddAB inh	phage Ecoli inh	PKA-R2B activ	PfHsp90 set2	HTR5A inv ctr	SUMO Mot1 rescue	PKA-R1A activ
21	CSc1nnc(NC(=O)CCc2ccccc2)s1	-1.8	2.2	9	-1	2.2	2.2	-14	8	-7	8	-8
22	CCOC(=O)CSc1ccc2nnc(CCNS(=O)(=O)c3ccccc3)n2n1	-1.1	0.5	6	-6	-0.2	4.1	0	-1	-8	35	-8
23	Cc1ccc(NC(=O)COC(=O)c2ccc(CN3CCCC3=O)cc2)c(Cl)c1	-1.4	0.9	6	-4	-0.4	-0.2	-1	-6	-20	-2	-5
24	CCS(=O)(=O)c1nc(S(=O)(=O)c2ccc(C)cc2)c(N2CCN(C)CC2)s1	-3.3	0.6	18	-1	2.7	0.6	-5	-15	-5	281	0
25	CS(=O)(=O)N(Cc1ccc(Cl)cc1)c1ccc(C(=O)N/N=C/c2cc3ccccc3nc2Cl)cc1	0.1	3.2	0	-7	1.8	3.1	4	-9	2	-2	-3
26	COc1ccccc1NC(=O)c1ccccc1N(Cc1ccccc1)S(C)(=O)=O	-2.1	.	10	-2	.	-0.8	-4	3	-27	-11	5
27	CCOC(=O)c1ccc(NC(=O)N2CCCCCC2)cc1	-6.3	2.2	21	3	-1.1	1.0	-3	-2	30	9	0
28	O=C(Nc1csc([N+](=O)[O-])c1)Nc1c(Cl)cccc1Cl	3.1	0.7	-16	13	1.0	0.6	-6	21	1	2	-2
29	COc1ccc(OCC(O)Cn2c(Nc3ccccc3)nc3c2c(=O)n(C)c(=O)n3C)cc1 (centres undefined)	-0.5	2.1	3	-9	2.8	1.1	1	6	-3	47	1
30	O=C(NCc1ccco1)c1c[nH]c2ccc(S(=O)(=O)N3CCOCC3)cc2c1=O	-1.4	.	8	0	.	2.0	-8	6	-7	.	4
31	O=C(O)C1(Cc2nc3ccccc3[nH]2)CCCC1	-1.8	-1.8	10	-1	2.4	1.8	-4	3	-10	0	-11
32	COc1cc2c(cc1NC(=O)c1ccccc1F)CCCC2	-1.1	1.0	6	-3	0.8	-1.6	-5	-10	3	0	-1
33	COC(=O)c1sc(S(=O)(=O)N2CCC(C(N)=O)CC2)c(C(=O)OC)c1C	-1.2	0.0	7	-1	0.8	0.9	-10	1	10	4	8
34	Cc1cc2c(c(Sc3ccccc3)n1)C(=O)OC2	-1.7	2.9	9	5	4.1	3.3	-7	-152	8	25	-9
35	NC(=O)c1c(NC(=O)c2ccccc2F)sc2c1CCCC2	1.4	-0.3	-7	-3	3.8	4.6	0	-27	-20	6	3
36	O=C(COC(=O)C12CC3CC(CC(O)(C3)C1)C2)Nc1ccc(Cl)cc1F	-2.5	0.5	10	3	0.3	0.6	-12	.	8	14	-12
37	C=CCn1c(SCC(=O)Nc2cc(C)on2)nc2sc(C)c(C)c2c1=O	-0.4	-2.0	2	26	-1.1	1.3	-2	7	-6	3	-5
38	Cc1ccc(C(=O)/C=C/Nc2ccccc2C(N)=O)o1	-3.8	2.2	18	-6	0.0	2.3	0	20	-11	-11	-4
39	C[C@@H](O)C1NC(=O)[C@H](CCCCN)NC(=O)c2cc([N+](=O)[O-])cc(I)c2NCCC[C@@H](C(N)=O)NC1=O (some centres undefined)	0.7	-2.4	-4	7	-0.8	0.6	-7	10	-11	4	-1
40	CCCN(C(=O)c1cn(C)c(=O)c2ccccc12)c1ccccc1C	-3.1	-0.8	14	2	1.0	0.6	-5	16	-2	106	1

#	SMILES	OPRM1-OPRD1 ag	E coli growth	MOR-DOR inv ag	Tat transport	AddAB inh	phage Ecoli inh	PKA-R2B activ	PfHsp90 set2	HTR5A inv ctr	SUMO Mot1 rescue	PKA-R1A activ
41	COc1ccc(C)c(-n2c(N)cc(=O)n(Cc3ccccc3)c2=O)c1	-3.6	-1.1	19	-3	1.6	-0.1	-4	10	-34	1	-8
42	COc1cc(C(=O)Nc2nc(OC)c(-c3ccccc3)c(OC)n2)cc(OC)c1OC	3.5	0.4	-20	-3	-0.3	2.8	3	-49	14	-2	10
43	CC1CCC2(CC1)NC(=O)N(CC(=O)NC1CCCCC1C)C2=O (centres undefined)	-2.9	-0.9	14	7	-0.2	0.2	-1	.	13	-4	-1
44	O=C(NCc1ccco1)C1CCCCN1S(=O)(=O)c1ccc(F)cc1 (centres undefined)	-1.2	0.8	6	-1	5.3	4.2	-3	-21	-8	-26	4
45	CC1=CC(=O)C=CC1(C)C(Cl)Cl (centres undefined)	-1.7	-0.7	7	-15	4.1	2.0	-17	11	-12	79	-17
46	O=C(COC(=O)c1ccc(C(F)(F)F)cc1)Nc1cccc(S(=O)(=O)N2CCCCC2)c1	2.3	-1.9	-10	8	-0.3	5.6	-13	51	-10	-4	-10
47	O=C(NCC1CC1)C1(C(F)(F)F)CC(CCCO)CCCO1 (centres undefined)	-0.2	-1.2	1	1	2.7	2.5	-9	-6	-6	0	-9
48	COc1ccc(OCC(=O)N/N=C2\CCCc3ccccc32)cc1	-0.7	-0.8	4	2	-1.9	2.5	-3	-32	9	0	2
49	O=C(c1ccncc1)N1CCCC(N2CCN(c3cccc(C(F)(F)F)c3)CC2)C1 (centres undefined)	0.7	-1.0	-2	-7	-0.4	2.6	0	-7	15	-4	0
50	O=S1(=O)[C@H]2CC3O[C@]2(C[C@@H]3c2ccc(F)cc2)CN1Cc1ccc(Cl)cc1	-0.1	1.1	1	0	1.4	3.8	-6	-13	7	27	-15
51	Cc1ccccc1N=Cc1cc2c(cc1O)OC(N)=C(C#N)C2c1ccccc1 (centres undefined)	2.2	1.1	-12	6	3.0	7.7	-3	-5	-22	25	-3
52	CCc1ccccc1N(C)C(=O)CCc1nc(-c2ccc(C)cc2)no1	2.7	-0.5	-11	9	1.9	-0.1	-6	9	8	15	-13
53	Cc1cc(Br)ccc1N=C1C(=O)Nc2ccccc21	-10.0	-1.1	50*	-4	0.4	4.5	-5	-22	15	-13	-9
